Assay outcomes (PubChem)
ADAM10 inh = human ADAM10 inhibitors, primary screen, biochemical, QFRET, HTS; Disintegrin and metalloproteinase domain-containing protein 10 (Homo sapiens), O14672; recombinant ADAM10, EDANS/DABCYL FRET peptide cleavage, 3 h; inhibition, % at 7 µM; actives 0.62% (n = 370,000);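 active = inhibition above a per-campaign cutoff equal to the mean of compounds falling between control-based bounds plus 3 SD, cut at about 20% in these data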;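 also: 0% = DMSO wells while the 100% control is not disclosed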
Target sequence (O14672 214-748 limits assumed): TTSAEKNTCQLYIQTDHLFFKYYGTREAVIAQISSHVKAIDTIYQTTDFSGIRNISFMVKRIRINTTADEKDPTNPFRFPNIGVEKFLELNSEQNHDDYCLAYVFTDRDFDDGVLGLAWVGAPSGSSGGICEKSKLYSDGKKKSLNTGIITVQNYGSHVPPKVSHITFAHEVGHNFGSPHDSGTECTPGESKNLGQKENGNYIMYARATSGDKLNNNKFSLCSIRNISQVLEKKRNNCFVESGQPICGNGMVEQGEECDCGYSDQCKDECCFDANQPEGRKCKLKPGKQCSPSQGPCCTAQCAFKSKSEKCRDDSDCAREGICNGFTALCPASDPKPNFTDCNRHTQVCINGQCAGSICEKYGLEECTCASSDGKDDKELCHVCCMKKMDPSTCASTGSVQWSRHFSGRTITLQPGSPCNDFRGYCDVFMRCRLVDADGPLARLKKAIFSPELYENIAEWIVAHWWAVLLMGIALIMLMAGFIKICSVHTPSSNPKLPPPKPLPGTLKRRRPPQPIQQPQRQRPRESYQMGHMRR
ARFGAP1 inh = inhibitors of rat ARFGAP1 GAP activity, primary screen, biochemical, fluorescence polarization, GDP tracer. actives 0.26% (n = 360,000). Arfgap1-stimulated ARF1 GTP hydrolysis, GDP FP detection. ADP-ribosylation factor GTPase-activating protein 1 (Rattus norvegicus), Q62848. inhibition, % at 16.5 µM;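 active = inhibition above a per-plate limit, mean inhibition of low control wells plus 3 SD, cut at about 25% in these data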;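 also: 0% = DMSO wells with enzyme and 100% = wells lacking Arfgap1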
Target sequence (Q62848 1-136 limits assumed): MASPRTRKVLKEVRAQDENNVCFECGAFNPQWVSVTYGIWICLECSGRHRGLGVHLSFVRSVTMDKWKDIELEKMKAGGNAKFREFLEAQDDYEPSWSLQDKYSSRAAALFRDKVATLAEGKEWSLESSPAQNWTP
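material = rat Arfgap1 catalytic domain, aa 1-136 | also added = human ARF1(Δ1-17)-GTP substrate | compound dosing = one concentration, 16.5 µM, DMSO 1.26% | times = GTP hydrolysis reaction 2 h at 25 °C | measured by = FP, GDP Alexa 633 tracer displaced from anti-GDP antibody, 620/688 nm | evaluation = percent inhibition of Arfgap1-stimulated GTP hydrolysis | replication = single well per compound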
GC-A act = GC-A stimulated cGMP production enhancers – HEK293 GC-A cells, cGMP TR-FRET, EC30 ANP, primary screen | Atrial natriuretic peptide receptor 1 (Homo sapiens), P16066 | 0% at EC30 ANP, 100% saturating ANP | activation, % at 10 µM | actives 0.14% (n = 370,000) | AID 1671463, 2021; in the data active = activation above about 40%
NPR2 activator = human GC-B receptor activators, primary screen, HEK293 GC-B cells, cGMP TR-FRET, EC30 CNP; Atrial natriuretic peptide receptor 2 (Homo sapiens), P20594; 0% at EC30 CNP, 100% saturating CNP; activation, % at 10 µM; actives 0.11% (n = 370,000); AID 1920062, 2024;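 active = activation at 10 µM reaching about 35% in either raw or pattern-adjusted values, limit read from the data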
rCAG RNA binder = binders of r(CAG) RNA repeats, primary screen, biochemical, fluorescence | actives 1.3% (n = 370,000) | r(CAG) RNA repeat, TO-PRO-1 dye displacement fluorescence | AID 651821, 2012 | inhibition, % at 3 µM;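 active = inhibition above the plate cutoff, the mean of all test compounds on that plate plus 3 SD, cut at about 35% in these data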;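 also: 0% = DMSO alone and 100% = 100 µM mitoxantrone as full dye displacement; higher means more dye released from RNA so lower well fluorescence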
ASAP1 inh = inhibitors of human ASAP1 ArfGAP activity, primary screen, biochemical, fluorescence polarization; ASAP1-stimulated ARF1 GTP hydrolysis, GDP FP detection; inhibition, % at 16.5 µM; actives 0.19% (n = 360,000); AID 624377, 2012; in the data active = inhibition above about 25%;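 also: 0% = vehicle with enzyme and substrate and 100% = no enzyme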
FXN GAA850 act = FXN promoter activators, primary screen, cell-based, luciferase luminescence, HEK293 lucGAA850. HEK293 lucGAA850 FXN promoter luciferase reporter, 24 h; percent of 10 µM SAHA response. activation, % at 6 µM. actives 0.56% (n = 360,000). AID 540364, 2011;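 active = activation above the average of all compounds screened plus 3 SD, cutoff fixed separately per campaign, cut at about 7.5% in these data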;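 also: 0% = DMSO wells and 100% = 10 µM SAHA wells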
HGIII-sPLA2 inh = human group III sPLA2 inhibitors, primary screen, biochemical, QFRET, BODIPY PC-A2 liposome substrate; Group 3 secretory phospholipase A2 (Homo sapiens), Q9NZ20; QFRET BODIPY PC-A2 liposome hydrolysis, fluorescence; inhibition, % at 12.2 µM; actives 0.56% (n = 370,000); AID 743126, 2013;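 active = inhibition above mean plus 3 SD of compounds lying within the high and low control bounds, cut at about 19% in these data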;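 also: 0% = median of test compound wells and 100% = no enzyme DMSO wells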
KLK7 zymogen act = proKLK7 zymogen activators, primary screen, biochemical, fluorescence intensity | purified proKLK7, EDANS-DABCYL substrate fluorescence; 100% is mature enzyme control, 0% vehicle | Kallikrein-7 (Homo sapiens), P49862 | activation, % at 7 µM | actives 0.9% (n = 370,000);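 active = activation above the mean of all tested compounds plus 3 SD, computed per campaign excluding outliers beyond control limits, cut at about 13% in these data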
Target sequence (P49862 whole entry, looked up): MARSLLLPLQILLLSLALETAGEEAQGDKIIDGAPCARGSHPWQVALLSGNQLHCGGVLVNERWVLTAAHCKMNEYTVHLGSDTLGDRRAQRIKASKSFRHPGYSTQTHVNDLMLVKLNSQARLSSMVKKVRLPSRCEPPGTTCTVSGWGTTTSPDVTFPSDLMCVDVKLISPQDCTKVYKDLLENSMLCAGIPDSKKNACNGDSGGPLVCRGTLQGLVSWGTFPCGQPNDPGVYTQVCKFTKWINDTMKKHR
Tn6 DDE FP = inhibitors of Tn6 peptide binding to fibrin DD(E), primary screen, biochemical, fluorescence polarization, human fibrin, Tn6 probe. actives 0.21% (n = 370,000). AID 720509, 2013. Fibrin DD(E) TRITC-Tn6 fluorescence polarization displacement. Fibrinogen beta chain (Homo sapiens), P02675. inhibition, % at 8.3 µM;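 active = inhibition above a per-campaign cutoff: mean of compounds within control limits plus 3 SD, cut at about 15% in these data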;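 also: 0% = median of all compound wells on the plate and 100% = blocking peptide control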
* marks the source's active call; other numbers are inactive results; . = not tested or not shown.

SMILES	ADAM10 inh	ARFGAP1 inh	GC-A act	NPR2 activator	rCAG RNA binder	ASAP1 inh	FXN GAA850 act	HGIII-sPLA2 inh	KLK7 zymogen act	Tn6 DDE FP
Cc1ccc(NC(=O)C(=O)NCCCN2CC(C(=O)O)CC2=O)cc1 (stereo not given)	-2	5	0	6	1	18	0.3	4	-0.3	0
C#Cc1cccc(Nc2ncnc3cc(OCCOC)c(OCCOC)cc23)c1	-10	.	12	14	1	.	.	-4	-20	-4
Cc1nc(C)c(-c2nnc(-c3cccc(S(=O)(=O)N(C)C)c3)o2)cc1C(=O)NN	3	4	-4	-3	11	-1	1.9	0	-0.9	0
Cc1ccsc1/C=C/C1=Cc2c(sc(NC(=O)CSc3n[nH]c(N)n3)c2C#N)C(C)(C)C1	-7	0	-16	-5	55*	6	-3.3	-4	0.2	3
COc1cccc(CN2CC(C(=O)NCc3ccc(C)o3)CCC2=O)c1 (stereo not given)	2	-1	5	0	3	-14	-0.4	0	0.6	3
CCOC(=O)c1cc2occc2n1CCCN1C(=O)c2ccccc2C1=O	15	-10	-4	-5	5	8	0.4	-10	0.2	-6
COc1ccccc1/C=N/NC(=O)c1ccc(NC(=O)c2ccccc2Br)cc1	1	1	-1	9	4	-12	-0.2	2	-1.1	5
C=C(C)c1cccc(C(C)(C)NC(=O)Nc2ccc(OC)cc2)c1	-3	10	1	0	-2	15	-0.6	-1	-0.2	3
CCc1ccc(N2CC(C(=O)Nc3ccc4c(c3)OCO4)CC2=O)cc1 (stereo not given)	-2	3	-2	-1	6	11	-1.6	0	0.3	5
CCCCC(=O)NC(N1CCCCC1)C(Cl)(Cl)Cl (stereo not given)	-1	9	0	3	4	-6	-0.3	13	-0.4	-2
O=C(CSc1nc2c(c(=O)[nH]1)CN(Cc1ccc(F)cc1)CC2)Nc1ccc(F)cc1	-3	10	-10	-11	14	5	0.1	-23	-0.7	2
CC(=O)c1cnn(-c2cc(Oc3ccc(F)cc3)ncn2)c1C	7	-4	2	-3	3	-3	2.3	-3	-0.5	-3
O=S(=O)(Nc1ccccc1O)c1ccc(-c2ccccc2)cc1	17	-2	-5	-6	15	9	3.8	-40	-0.6	1
O=C(NC1CCCN(CCc2ccccc2)C1)C1CCCC1 (stereo not given)	3	8	-4	-1	-6	4	2.9	-2	0.1	4
COc1ccc(CCc2ccnc3ccccc23)cc1	-1	6	0	0	2	-10	0.6	-2	0.2	1
COc1nc2c(C)cccc2cc1-c1noc(-c2ccco2)n1	6	7	-6	-12	9	11	1.2	1	-0.6	-3
O=C(Nc1ccc(N2CCCC2)cc1)c1ccc2ccccc2c1	4	10	4	-10	1	-9	2.6	14	-0.4	0
CCN(CC)CCP(=O)(c1ccccc1)c1ccccc1	7	-2	-7	-3	1	-4	2.4	1	0.3	1
COc1ccc(C(=O)CSc2nnc(-c3ccco3)o2)cc1	-2	17	-2	4	-2	-4	0.4	-39	-0.2	-4
CC(C)Nc1nc(SC(C)C(=O)Nc2ccccc2)nc(N(C)C)n1 (stereo not given)	9	4	0	0	-4	-6	0.9	2	-0.1	-3
O=C(Cc1cccc(C(F)(F)F)c1)OCN1C(=O)c2ccccc2C1=O	3	5	-8	0	-5	-1	-0.2	-1	-0.1	9
CCOC(=O)c1nn(-c2ccc(F)cc2)c(=O)c(C#N)c1C	-23	-14	-1	4	6	-10	-0.8	-32	-1.8	-3
O=C(O)CSc1c2c(nc3cc(C(=O)NCCN4CCOCC4)ccc13)CCC2	1	11	4	-3	11	-20	.	-2	0.1	-7
O=C(CNc1cccc2ccccc12)c1ccc([N+](=O)[O-])cc1	-38	-1	1	1	16	-1	-0.4	13	-10	7
CCCc1cc(=O)oc2cc(O[C@@H]3O[C@H](CO)[C@@H](O)[C@H](O)[C@H]3O)ccc12	-35	2	4	-2	4	-6	-0.3	1	0.0	6
Going on with the list:
SMILES	ADAM10 inh	ARFGAP1 inh	GC-A act	NPR2 activator	rCAG RNA binder	ASAP1 inh	FXN GAA850 act	HGIII-sPLA2 inh	KLK7 zymogen act	Tn6 DDE FP
CCN(Cc1ccccc1)C(c1ccc(Cl)cc1)c1nnnn1C(C)(C)C (stereo not given)	-15	3	-19	-27	-1	2	-0.6	-2	0.1	-1
N#Cc1c(/N=C/c2cc3ccccc3s2)sc2c1CCC2	-1	4	7	-1	10	2	4.2	19	-1.9	0
CN(C)S(=O)(=O)c1cc(NC(=O)C2=COCCO2)ccc1Cl	-7	10	0	-2	2	8	1.1	-15	0.6	-3
COCCN(C(=O)COC(=O)CSc1ccc(Cl)cc1)c1c(N)n(CC(C)C)c(=O)[nH]c1=O	-3	5	2	0	-3	-9	-1.6	-5	-0.5	-6
CNC(=O)c1cc(C(=O)c2c(Cl)cccc2Cl)c[nH]1	4	-1	0	1	-4	-1	2.2	0	0.4	3
O=C(Cn1cnc([N+](=O)[O-])c1)Nc1ccc(F)c(Cl)c1	4	7	1	-5	3	-1	0.7	0	-0.2	5
COc1cc(OC)cc(C(=O)Nc2nnc(Cc3ccc(OC)c(OC)c3)s2)c1	0	6	-1	2	-2	-8	0.2	0	-0.2	7
Cc1[nH]c(=O)[nH]c(=O)c1S(=O)(=O)N1CCN(c2ccccc2F)CC1	0	9	5	0	1	5	-0.6	0	0.1	7
O=C(Nc1ccccc1)N1CCn2c(nc3ccccc32)C1	-8	-2	0	3	-1	1	1.1	-2	0.2	0
CC(=O)Nc1nc(-c2cc([N+](=O)[O-])cs2)cs1	3	7	33	-7	5	9	-0.7	1	1.8	-5
O=C(C1CC(=O)N(c2ccc(Cl)cc2)C1)N1CCC(c2nc3ccccc3[nH]2)CC1 (stereo not given)	0	1	0	-1	-2	-5	-0.8	-7	0.9	3
COc1ccc(CC(=O)Nc2ccc(N(C)C)c3ccccc23)cc1	-432	-4	1	1	-1	-1	2.2	2	6.1	-1
CCC(C)NC(=O)Nc1ccc(C)cc1C (stereo not given)	7	1	0	6	-1	4	-0.4	-2	-0.2	1
COc1ccc(C(=O)Nc2sc3c(c2C(=O)NCc2ccco2)CCCC3)cc1OC	-11	10	24	27	6	-1	0.5	7	-30	-1
CCC(CC)COC(=O)C(C#N)c1nc2ccccc2nc1N1CCN(CC)CC1 (stereo not given)	-29	8	1	-1	-3	4	-0.5	3	0.7	-4
O=C1C(=O)N(Cc2ccncc2)C(c2cccc(O)c2)/C1=C(\O)c1ccc2c(c1)OCCO2 (stereo not given)	-1	-2	7	2	6	2	0.0	0	15*	-3
NS(=O)(=O)c1ccc(F)c(C(=O)O)c1	1	11	1	6	-1	1	1.6	26*	-0.5	-8
C=CCn1c(=O)c2ccccc2n2c(SCC(=O)NCC)nnc12	-6	-7	3	2	-2	-1	2.8	2	0.0	-1
N=c1sccn1CC(=O)Nc1cc(S(=O)(=O)N2CCCC2)ccc1Cl	-4	-11	-1	-1	1	4	0.0	6	0.2	-10
Cc1nc(CCNC(=O)c2cc(COc3ccc(F)cc3Cl)on2)sc1C	10	-14	12	4	-1	3	0.8	-14	-0.3	11
O=C(CN1CCOCC1)N1CCN(S(=O)(=O)c2ccccc2)C1c1ccccc1 (stereo not given)	-7	2	5	5	-2	-5	1.0	5	-0.7	-1
COc1ccc(-c2cc(C)no2)cc1S(=O)(=O)NCCCN1CCN(c2ccccc2)CC1	0	12	0	-5	0	-3	-1.7	-10	0.7	4
Cc1onc(-c2ccccc2)c1C(=O)N(Cc1ccccc1)C(C)C	5	8	-11	-5	-7	-5	-0.9	-3	-0.1	1
CC(C)COc1ccc(C(=O)N(CC(=O)Nc2ccccc2C(F)(F)F)Cc2ccco2)cc1	7	-13	1	4	-4	-1	2.6	-15	-0.6	8
CCN1CCN(c2sc(S(C)(=O)=O)nc2S(=O)(=O)c2ccc(C)cc2)CC1	0	-8	1	1	-5	-11	1.0	-1	0.1	-2

KLK7 zymogen act: hit marks shown above.
mol,ADAM10 inh,ARFGAP1 inh,GC-A act,NPR2 activator,ASAP1 inh,FXN GAA850 act,HGIII-sPLA2 inh,KLK7 zymogen act,Tn6 DDE FP
O=C1C(=O)N(Cc2ccncc2)C(c2cccc(O)c2)/C1=C(\O)c1ccc2c(c1)OCCO2 (stereo not given),-1,-2,7,2,2,0.0,0,15*,-3

The listing continues:
SMILES	ADAM10 inh	ARFGAP1 inh	GC-A act	NPR2 activator	rCAG RNA binder	ASAP1 inh	FXN GAA850 act	HGIII-sPLA2 inh	KLK7 zymogen act	Tn6 DDE FP
Cc1ccc(NC(=O)CSc2ncnc3ccccc23)cc1S(=O)(=O)N1CCOCC1	-6	-12	2	3	2	4	-2.1	-7	-0.2	4
CCOC(=O)c1c(C)[nH]c(C)c1S(=O)(=O)NCc1cc(C)ccc1C	1	0	-6	1	1	5	-1.3	-17	-0.2	-12
COc1ccc(N2C(=O)C3C(C2=O)C(C(=O)c2ccc(Cl)cc2)N2CCCC32)cc1 (stereo not given)	-18	0	0	10	15	-5	8.4*	-9	-0.2	-10
COC(=O)c1ccc(Sc2ccccc2NS(=O)(=O)c2ccc(C)cc2)nc1	6	10	-4	0	15	-4	0.1	-16	-0.3	5
Cc1ccc(COc2ccccc2-c2cc(C(=O)N/N=C/c3cccnc3)[nH]n2)cc1	0	1	3	5	4	7	-3.5	1	0.0	-4
CS(=O)(=O)n1nc(OC(=O)c2cccs2)cc1N	-1	10	-2	-2	1	3	1.8	12	0.2	-7
Cc1ccc(N2CC(C(=O)NCCN3CCOCC3)CC2=O)cc1C (stereo not given)	5	8	3	4	2	-12	0.7	3	0.3	-3
CCCCCCCCCSc1n[nH]c(N)n1	4	6	2	-2	-4	15	1.9	-7	-0.1	13
CCOc1ccc(OCC)c2sc(C)nc12	-13	0	4	-1	-4	-5	2.1	-3	-0.2	5
CC1Oc2ccccc2C=C1/C=C1/SC(N2CCOCC2)=NC1=O (stereo not given)	-53	2	-3	-1	4	-9	1.7	-2	6.0	-7
O=C(COC(=O)c1ccc(Cl)s1)c1ccc[nH]1	2	0	4	-3	0	-2	0.4	-4	-0.3	7
COc1ccc(N2C(=O)c3ccccc3NC(=O)C2C(=O)NCCc2ccccc2F)cc1 (stereo not given)	-10	4	-1	0	1	9	.	2	0.4	-2
CC(=O)N1CCN(S(=O)(=O)c2cccc(C(=O)N(C)Cc3ccc(C)o3)c2)CC1	0	5	2	-2	0	2	0.2	-4	-0.2	-1
